GALK inh – qHTS Assay for Inhibitors of Human Galactokinase (GALK): NCGC Sytravon Library Screen; 44,000 tested, under 10 active; P51570; Potency, µM (highest dose often 57.5 µM), without a hit: at the highest dose activity, negative = inhibition, hits mostly inhibitors; recombinant GALK, Kinase-Glo ATP luminescence, 1 h;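 note: plate controls were full GALK reaction for no effect and reaction lacking GALK for full effect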
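Human GALK (5 nM) was incubated with 35 uM ATP and 100 uM galactose in 20 mM HEPES pH 8.0 with MgCl2, NaCl, DTT and BSA for 1 h at room temperature. Remaining ATP was measured by Kinase-Glo Plus luminescence.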
p53null 39C tox – qHTS Screen for Compounds that Selectively Target Cancer Cells with p53 Mutations: Cytotoxicity of p53 Null Cells at the Nonpermissive Temperature | H1299 p53-null (neo) cells, 39C, ATPlite viability, 24 h | Potency, µM (titrated, usually from 46.1 µM), for the others: at the top dose activity, negative = cell killing, actives largely listed as cytotoxic | 55,000 tested, 0.97% active;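 note: potency is the fitted concentration of half-maximal effect; 0% = DMSO only and -100% = full killing by 100 µM tamoxifen; nearly all actives have a fitted effect of over 50% in size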
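ATP-luminescence viability readout (ATPlite, 20 min RT) after 24 hr compound treatment at 39C of H1299-neo or H1299-p53A138V cells; titration up to 46 uM; normalized to DMSO and 100 uM tamoxifen; Hill-fit AC50.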
B2AR arrestin ag – qHTS assay of beta-arrestin-biased ligands of beta2-adrenergic receptor: NCGC Sytravon Library Screen | AID 1347077, 2019 | Potency, µM (highest dose often 46.1 µM), for inactives: top-dose activation, usual class: activators | 44,000 tested, under 10 active | HTLA Tango cells, beta-arrestin recruitment, luciferase luminescence, 18 h;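 note: potency is the fitted concentration of half-maximal effect; 0% = DMSO and full agonism = EC100 isoproterenol or metaproterenol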
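Receptor–beta-arrestin recruitment read by tTA-responsive luciferase: compound titrations (up to 46 µM) incubated 18 h with Tango cells, then luminescent substrate 15 min at room temperature. Concentration-response fits classified by r2, efficacy and activity.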
p53null 32C kill – qHTS Screen for Compounds that Selectively Target Cancer Cells with p53 Mutations: Cytotoxicity of p53 Null Cells at the Permissive Temperature; 55,000 tested, 0.62% active; Potency, µM (highest dose often 46.1 µM), without a hit: top-dose activity change, negative = cytotoxicity, hits mostly cytotoxic; AID 903, 2007; H1299-neo p53 null cells, ATP luminescence, 24 h, 32C;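 note: potency is the fitted concentration of half-maximal effect; 0% = DMSO only and -100% = full killing by 100 µM tamoxifen; nearly all actives have a fitted effect of over 55% in size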
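Cytotoxicity: H1299-neo (no p53), 32C, 24 h treatment. Concentrations up to 46 uM. Readout cellular ATP, luminescence. Normalization to DMSO basal and tamoxifen 100 uM maximal kill.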
NTMT1 inhibitor – Primary qHTS for Inhibitors of N-terminal methyltransferase 1 (NTMT1): MTaseGlo Assay | 59,000 tested, 2.5% active | AID 1645870, 2021 | Potency, µM (doses to about 114 µM), without a hit: at the top dose activity change, negative = inhibition, most hits filed as inhibitors | N-terminal Xaa-Pro-Lys N-methyltransferase 1 (Homo sapiens), Q9BV86 | NTMT1 MTase-Glo SAH luminescence, purified enzyme;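 note: potency is the fitted concentration of half-maximal effect; plate controls were DMSO vehicle for no effect and no enzyme for full effect; nearly all actives have a fitted effect of over 65% in size; many of its hits are not listed in these tables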
Target sequence (Q9BV86 whole entry, looked up): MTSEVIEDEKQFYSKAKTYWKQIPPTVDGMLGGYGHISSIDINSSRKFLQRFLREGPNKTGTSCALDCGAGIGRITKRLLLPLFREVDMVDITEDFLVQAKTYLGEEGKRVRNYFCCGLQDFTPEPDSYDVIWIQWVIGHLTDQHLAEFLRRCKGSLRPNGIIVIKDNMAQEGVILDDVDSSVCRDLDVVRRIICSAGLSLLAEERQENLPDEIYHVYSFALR
PTAP-TSG101 blk – qHTS Validation Assay for Inhibitors of HIV-1 Budding by Blocking the Interaction of PTAP/TSG101: Sytravon Library Screen. Fluorescence polarization, FITC-PTAP peptide/Tsg101, 20 min. Potency, µM (highest dose often 115 µM), without a hit: top-dose activity change, negative = inhibition, actives largely listed as inhibitors. 44,000 tested, under 10 active; note: potency is the fitted concentration of half-maximal effect; 0% is about no effect
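Fluorescence polarization: Tsg101 binding domain (10 uM final) in 10 mM HEPES pH 7.5, 0.15 M NaCl, 0.01% Tween 20, 3 mM EDTA, 0.1 mM TCEP; compounds pinned; FITC-PTAP peptide 50 nM final; 20 min, r.t.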
FH mod – Identification of activators of human fumarate hydratase by quantitative high-throughput screening; Fumarate hydratase, mitochondrial (Homo sapiens), P07954; 54,000 tested, 0.22% active; FH coupled MDH/diaphorase resazurin fluorescence, 15 min; Potency, µM (series often up to 79.9 µM), for the others: at the top dose activity change, negative = inhibition, most hits filed as inhibitors; AID 1347055, 2019; note: potency is the fitted concentration of half-maximal effect; % is set by controls: 0 for no effect and ±100 for the full control effect; the screen sought activators but most active calls are inhibition curves; nearly all actives have a fitted effect of over 45% in size
Target sequence (P07954 whole entry, looked up): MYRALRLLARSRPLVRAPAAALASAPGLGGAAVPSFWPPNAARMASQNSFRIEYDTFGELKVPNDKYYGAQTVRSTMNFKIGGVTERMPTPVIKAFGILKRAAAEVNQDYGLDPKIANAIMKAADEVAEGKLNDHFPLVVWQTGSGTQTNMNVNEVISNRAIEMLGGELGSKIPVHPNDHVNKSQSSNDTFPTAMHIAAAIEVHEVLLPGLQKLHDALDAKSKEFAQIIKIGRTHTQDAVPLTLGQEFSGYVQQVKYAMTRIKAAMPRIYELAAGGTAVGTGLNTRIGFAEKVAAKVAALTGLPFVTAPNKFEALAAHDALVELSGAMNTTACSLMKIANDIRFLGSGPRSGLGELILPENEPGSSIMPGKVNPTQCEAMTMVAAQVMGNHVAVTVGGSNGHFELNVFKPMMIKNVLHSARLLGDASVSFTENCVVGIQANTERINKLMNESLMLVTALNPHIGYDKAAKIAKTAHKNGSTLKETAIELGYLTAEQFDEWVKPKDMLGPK
Active calls of the source: *; ? = inconclusive; · = not tested or not shown; [ ] = another dose, or the depositor's remark. Calls come from the whole dose curve; as a rule, active = well fitted curve in the direction sought with a large enough effect; inconclusive = small, poorly fitted or top-dose-only effect, or another doubt; inactive = no such curve, though single readings can be large; an effect the other way counts as inactive or inconclusive. This is a subset; rates above refer to the full screens.

Order of values: GALK inh, p53null 39C tox, B2AR arrestin ag, p53null 32C kill, NTMT1 inhibitor, PTAP-TSG101 blk, FH mod
COc1ccc(NC(=O)C2CCC(CNS(=O)(=O)c3csc(C(N)=O)c3)CC2)cc1 (configuration not stated)
 : 0%, -2%, -1%, 3%, -4%, -2%, -1%
CCOc1ccc(CCNC(=O)Cn2nc(C)c3c(C)n(-c4ccccc4)nc3c2=O)cc1OCC
 : 0%, -22%, 1%, 2%, ?, -1%, -1%
COc1ccc(CNS(=O)(=O)c2ccc(C(=O)N(C)C)s2)cc1
 : -3%, 8%, 0%, -4%, -5%, -3%, -1%
Cc1nn(CC(=O)NC2CCCCC2)c(=O)c2cc3cc(F)ccc3n12
 : -9%, -15%, 1%, -6%, ·, -6%, ·
Cc1c(C)c2c(cc(C)c3c(-c4ccccc4)coc32)oc1=O
 : 1%, -1%, 1%, 4%, -4%, -4%, 0%
O=C(Nc1ccc2nc(SCC(=O)N3CCCC3)sc2c1)c1ccc(Br)cc1
 : -2%, -2%, -4%, -25%, 8%, 1%, -3%
Cc1ccc(CNC(=O)c2c(-c3cccc(Br)c3)noc2C)o1
 : -1%, 11%, -1%, 1%, -2%, 0%, -20%
CCc1ccc(C(=O)NC2=NC(c3cc(OC)ccc3OC)CC(=O)N2)cc1 (configuration not stated)
 : 4%, 6%, -1%, -7%, 5%, -3%, 3%
CCC(=O)N1c2ccccc2CC1C(=O)N1CCN(c2cccc(Cl)c2)CC1 (configuration not stated)
 : 0%, 18%, -1%, 3%, 5%, -4%, -22%
Cc1cc(C)cc(NC(=O)Cn2nnc(C(=O)Nc3cc(C)cc(C)c3)c2N)c1
 : 7%, ?, 1%, 4%, 5%, -2%, -17%
CCOc1ccc(-c2nonc2NC(=O)c2oc3c(C)c(C)ccc3c2C)cc1OCC
 : -12%, 7%, 0%, -7%, 45%[activator], 4%, -7%
Cc1noc(/C=C/c2ccco2)c1S(=O)(=O)N1CCC(C(=O)Nc2ccc(F)cc2F)CC1
 : 0%, -2%, 0%, 3%, 14%, 3%, 0%
CCOc1cc(CNC(=O)c2ccc3nc(CCc4ccccc4)oc3c2)ccc1OC
 : -9%, 11%, 2%, 10%, 8%, -6%, 1%
Cc1ccc(NC(=O)Cn2cc(S(=O)(=O)N3CCCC3)c(S(=O)(=O)N3CCCC3)c2)cc1C
 : 2%, -15%, 0%, -2%, 7%, -3%, -18%
COc1cc(C(=O)NCCSc2c(C)[nH]c3ccccc23)cc(OC)c1OC
 : 6%, -23%, -2%, 8%, 10%, -7%, -11%
CCOc1ccc(CNC(=O)c2ccc(NC(=O)N3CCCCc4ccccc43)cc2)cc1
 : 1%, 27%, 0%, 9%, -3%, 1%, ?
CC1=C(C(=O)NCc2cccc(F)c2)C2(CCCCCC2)OC1=O
 : 1%, -16%, 0%, -6%, 2%, 4%, -10%
Cc1oc2c(cc(NS(=O)(=O)c3ccc(Br)cc3)c3ccccc32)c1C(=O)OCc1ccccc1
 : 0%, ?, 1%, -3%, ·, -3%, ·
CCc1ccc(NC(=O)c2cnn(-c3ccccc3)c2-n2cccc2)cc1
 : 6%, 32%[activator], -1%, 50%[activator], 5%, -11%, -11%
Nc1nn(-c2ccccc2)nc1C(=O)OCc1ccc(Cl)cc1
 : -2%, -13%, 0%, -24%, 0%, -10%, -8%
Cc1ccccc1-c1noc(CSc2nc(-c3ccc(F)cc3)cc(=O)[nH]2)n1
 : 1%, -5%, -1%, -7%, 9%, 7%, -23%
CCOc1ccc(OCC)c(NC(=O)CC(C)n2nc(C)cc2C)c1 (configuration not stated)
 : 4%, -11%, 0%, 0%, 1%, -2%, -16%
CCOC(=O)c1ccc(NS(=O)(=O)c2ccc3c(c2)CCN3C(=O)CC)cc1
 : 2%, -1%, 1%, 11%, -3%, -1%, -7%
Cc1cc(C)cc(NC(=O)NCC2CCN(Cc3cc(C)ccc3C)CC2)c1
 : -7%, -18%, -2%, 0%, ?, -1%, -12%
COC(=O)c1ccccc1NC(=O)c1cc2ccccn2n1
 : -2%, ?, 0%, -15%, ·, 0%, ·
O=C(COc1ccccc1)Nc1ccc2nc(SCCOc3ccccc3)sc2c1
 : -11%, -5%, -4%, -2%, 1%, 1%, -1%
COc1ccc(-c2[nH]c3ccccc3c2SCCNC(=O)c2ccc(S(=O)(=O)N(C)C)cc2)cc1
 : -5%, -3%, 0%, 13%, 8%, -7%, -29%
Cc1ccc2nc(NC(=O)CSc3ncc(C(=O)Nc4ccc(F)cc4)c(=O)n3C)sc2c1
 : -1%, -20%, -2%, -2%, 7%, -2%, -11%
CCc1nc2nc(C)cc(Nc3cc(Cl)ccc3OC)n2n1
 : 2%, -19%, 1%, 6%, -4%, -6%, -1%
COC(=O)c1ccc(Cn2c(=O)cc(C)c3c(C)nn(C)c32)cc1
 : -3%, 1%, 0%, -2%, -5%, 1%, ?
COc1ccc(S(=O)(=O)NCC(c2ccco2)N2CCOCC2)cc1C (configuration not stated)
 : -2%, 13%, -4%, 5%, 8%, -5%, -3%
CCc1ccc(CNC(=O)c2ccc(NC(=O)N3CCSc4ncccc43)cc2)cc1
 : 2%, 13%, 1%, 1%, 5%, -6%, -8%
COCCCNC(=O)c1c(NC(=O)c2cc(=O)c3cc(C)c(C)cc3o2)sc2c1CCCC2
 : -1%, -2%, -1%, -6%, ?, 2%, -2%
CCOc1ccc(N2CC(c3nc4ccccc4n3CCCOc3ccccc3OC)CC2=O)cc1 (configuration not stated)
 : 1%, -11%, -1%, -10%, 5%, -6%, -9%
COC(=O)c1ccccc1NC(=O)CSc1nc2ccsc2c(=O)n1CCC(C)C
 : -5%, 0%, -1%, -2%, 8%, 0%, 1%
Cc1cccc(CCNC(=O)c2ccc3c(c2)nc2n3CCC(C)C2)c1 (configuration not stated)
 : 0%, -29%, -1%, -18%, -6%, -2%, -27%
COc1ccccc1CNc1ncnc2c1c(-c1ccccc1)cn2-c1cccc(C)c1
 : 0%, -7%, 6%, -3%, -10%, -7%, -8%
CNC(=O)C1CCN(C(=O)N2CC(C)Oc3ccc(Cl)cc32)CC1 (configuration not stated)
 : -10%, 12%, 1%, 29%, 32%[activator], 0%, 2%
Cc1cccc(-n2cc(-c3ccccc3)c3c(N4CCC(C)CC4)ncnc32)c1
 : 3%, -4%, 4%, -6%, -2%, -5%, -9%
Cc1ccc(CCNC(=O)c2ccc3c(c2)N(Cc2cc(C)ccc2C)C(=O)c2ccccc2S3=O)cc1 (configuration not stated)
 : 1%, 25%, 0%, 1%, 9%, 2%, 0%
CCOc1ccccc1CNS(=O)(=O)c1ccc2[nH]c(=O)ccc2c1
 : 1%, 16%, -1%, -3%, 2%, -10%, 4%
Cc1ccccc1-c1nc(CS(=O)(=O)CC(=O)N2CCN(c3ccccc3)CC2)c(C)o1
 : 9%, -21%, 1%, -4%, -17%, -5%, -10%
Cc1cccc(NC(=O)CSc2nc3c(sc4ccccc43)c(=O)n2CCCC(=O)NC2CCCC2)c1
 : 1%, -4%, -1%, -7%, -11%, -1%, -1%
CCOc1ccc(CNC(=O)CCCn2c(=O)c3cccn3c3ccccc32)cc1
 : 0%, ?, 0%, 41%[activator], 1%, 1%, -15%
Cc1ccc(N(CC(=O)Nc2ccc(C)c(F)c2)S(=O)(=O)c2c(C)n[nH]c2C)cc1
 : 8%, -6%, 1%, 20%, 2%, -5%, -20%
CCn1c(=O)cc(SCC(=O)NCCc2cc(OC)ccc2OC)c2ccccc21
 : 4%, -16%, 1%, 1%, -2%, -4%, -2%
Cc1cccc(NC(=O)c2cc(-c3ccc4c(c3)OCCO4)on2)c1
 : 0%, 1.3µM*, -4%, 1.3µM*, ?, 13%, -23%
COc1ccc(N2CCN(C(CNC(=O)C(=O)NCc3ccc(C)cc3)c3cccnc3)CC2)cc1 (configuration not stated)
 : 1%, 8%, 1%, 9%, ?, -8%, -13%
COCCCNC(=O)c1sc2nc(C)c(C(=O)Nc3ccc(C)cc3C)c(-c3ccc(Cl)cc3)c2c1N
 : -2%, 1%, -2%, 12%, 6%, -4%, -22%
Cc1ccc(-c2nn3c(=O)cc(CN4CCN(C(=O)Nc5cc(Cl)ccc5C)CC4)nc3s2)cc1
 : 1%, -6%, -1%, 1%, 8%, 0%, 9%
CC1Cc2ccccc2N1C(=O)CSc1nnc(-c2ccccc2Cl)o1 (configuration not stated)
 : -1%, -1%, -3%, -5%, 7%, 0%, -13%
COc1ccc(OC)c(CCNC(=O)c2csc3c2CCCCC3)c1
 : -9%, -11%, 0%, -19%, 10%, 1%, 7%
O=C(NCc1ccc2c(c1)CCN2C(=O)c1ccccc1)Nc1cccc(C(F)(F)F)c1
 : 2%, 18%, 0%, 17%, -3%, -9%, -23%
CSc1ccc(CC2C(=O)Nc3ccccc32)cc1 (configuration not stated)
 : 2%, 7%, -4%, 7%, 9%, -2%, ?
CCOc1ccc(-n2c(=O)c3c4c(sc3n(CC(=O)NC(C)CC)c2=O)CCCCC4)cc1 (configuration not stated)
 : -1%, -8%, 0%, 1%, -20%, -5%, -2%
CCOc1ccc(Nc2nc3ccccc3n3c(CC)nnc23)cc1
 : 0%, -13%, 1%, -7%, -3%, -3%, -25%
CCCSc1nc2c([nH]c3ccccc32)c(=O)n1C
 : -2%, 6%, 0%, -3%, 1%, -3%, 2%
CN(C(=O)CN1C(=O)CCSc2ccc(S(=O)(=O)N3CCCC3)cc21)c1ccccc1
 : 0%, -5%, 1%, 2%, 13%, -8%, -7%
Cc1nc(S(=O)(=O)N2CCN(c3cccc(Cl)c3)CC2)cn1C
 : 5%, 6%, 1%, -3%, ?, 1%, -13%
CCOC(=O)c1c(C)n(-c2ccc(OC)cc2)c2ccc(OC(=O)COc3ccccc3)cc12
 : ?, 26%, 1%, 6%, ?, -1%, -6%
CC(=O)c1cc(-c2ccc(F)cc2)n(CC(=O)NC(C)c2ccccc2)c1C (configuration not stated)
 : 1%, -8%, 1%, -13%, 15%, -3%, 5%
Cc1ccc(S(=O)(=O)c2cn(Cc3cccc(C)c3)c3cc4c(cc3c2=O)OCO4)cc1
 : -1%, 8%, 0%, 13%, -21%, -3%, ?
Cc1ccc(-c2nc3ccccn3c2Nc2ccc3c(c2)OCO3)o1
 : 0%, 8%, -2%, -1%, 16µM*, -4%, ?
